Akt phos inh = inhibitors of Akt phosphorylation; Neuro2A IGF-stimulated pAkt S473 HTRF, 20 min; hits give low values; activity change, % for hits at 50 µM; actives 0.32% (n = 360,000); AID 651550; in the data active = activity change below about -80%; inconclusive = mostly about -51% to -80%; note: % is set by controls: 0 for no effect and ±100 for the full control effect
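Neuro2A cells in DMEM with 0.5% FBS, overnight at 37 deg C, given compound at single 50 µM final, then IGF (6 nM final) for 20 min at 37 deg C. Lysed; phospho-Akt Ser473 by HTRF after 24 h, 665/615 ratio.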
S2 tox = cell viability loss in ATXN counter-screen | S2 cells (HEK-293 line with an ATXN2-luciferase reporter) viability, CellTiter-Fluor protease fluorescence, 24 h | Potency, µM (top dose mostly 56.7 µM), hits mostly cytotoxic | actives 0.49% (n = 400,000) | AID 651635; note: potency is the fitted concentration of half-maximal effect; nearly all actives have a fitted effect of over 40% in size
TGFb inhibitor = inhibitors of TGF-b signaling; HepG2 CAGA-GFP TGF-b/SMAD3 reporter, GFP fluorescence, 18 h; TGF-beta stimulated, 500 pg/mL final; Potency, µM (top dose mostly 46.1 µM), without a hit: at the top dose activity, negative = inhibition, usual class: inhibitors; actives 1.2% (n = 410,000); AID 588855; note: potency is the fitted concentration of half-maximal effect; % is set by controls: 0 for no effect and ±100 for the full control effect; nearly all actives have a fitted effect of over 65% in size
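GFP signal (ex488/em500-530) from TGF-beta-stimulated HEPG2 CAGA-GFP cells, 500 pg/mL final, 18 h at 37 degrees C in DMEM plus 1% FBS, normalized to unstimulated and DMSO-stimulated controls.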
Nrf2 activator = Nrf2 pathway activation. actives 0.31% (n = 410,000). AREc32 ARE-luciferase reporter (MCF7-derived line), luminescence, 24 h. Potency, µM (doses to about 46.1 µM), for inactives: top-dose activation, actives largely listed as activators; note: potency is the fitted concentration of half-maximal effect; % of control where 0% means no effect; nearly all actives have a fitted effect of over 65% in size
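Luminescent ARE reporter assay in AREc32_Fluc cells: overnight plating at 37 deg C, 24 hr compound incubation, Steady-Glo added, 30 min RT before reading.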
Mm-Cpn inhibitor = blocks the Methanococcus maripaludis chaperonin Mm-Cpn; purified Mm-Cpn ATPase, ADP Transcreener TR-FRET; Potency, µM (top dose mostly 76.9 µM), without a hit: top-dose activity, negative = inhibition, actives largely listed as inhibitors; actives 0.031% (n = 330,000); AID 504842; note: potency is the fitted concentration of half-maximal effect; % is set by controls: 0 for no effect and ±100 for the full control effect; nearly all actives have a fitted effect of over 80% in size
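Compound-treated chaperonin, 25 nM final, turns over 10 uM ATP at 37°C for 30 min following a 10 min preincubation; ADP generated competes with ADP-d2 for Eu-cryptate antibody, lowering FRET.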
CCT chaperon mod = cytosolic chaperonin activity modulation; purified chaperonin ATPase assay, HTRF ADP detection, 30 min; activity change, % (concentration not given with the values), hits read low; AID 651819; actives 0.3% (n = 360,000); in the data active = activity change below about -30%; note: % is set by controls: 0 for no effect and ±100 for the full control effect
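First, chaperonin was dispensed at 40 nM or 20 nM final depending on batch activity. Next, compounds were pinned at 76 uM and ATP added at 10 uM. After 30 min at 37 °C, ADP detection reagents ran 30 min at ambient temperature.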
Nrf2 block = inhibitors of Nrf2 signaling; A549 ARE-Fluc reporter, luciferase luminescence, 18-24 h; Potency, µM (series often up to 46 µM), for the others: top-dose activity change, negative = inhibition, hits mostly inhibitors; actives 2.1% (n = 360,000); AID 504444; note: potency is the fitted concentration of half-maximal effect; % is set by controls: 0 for no effect and ±100 for the full control effect; nearly all actives have a fitted effect of over 60% in size
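Concentration-response testing used A549 ARE_Fluc cells at 5000 cells/well. Following an 18-24 h compound incubation, viability was read by fluorescence (Ex 405/Em 525) and luciferase output by luminescence.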
A549 viability = counter-screen for Nrf2 inhibitors: cytotoxicity in A549 cells; actives 0.16% (n = 390,000); Potency, µM (top dose mostly 46 µM), for the others: top-dose activity change, negative = cytotoxicity, most hits filed as inhibitors; AID 504648; A549 ARE-Fluc cells, CellTiter-Fluor viability, 18-24 h; note: potency is the fitted concentration of half-maximal effect; % is set by controls: 0 for no effect and ±100 for the full control effect
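Cytotoxicity counterscreen: CellTiter-Fluor fluorescence was measured in A549 ARE_Fluc cells after 18-24 h of compound exposure in a concentration series. The subsequent BugLite luminescent read reports ARE-luciferase activity.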
HepG2 tox = kills HepG2 cells in TGF-b inhibitor counter-screen; actives 0.76% (n = 410,000); HepG2 CAGA-GFP viability, ATP luminescence, 18 h; Potency, µM (series often up to 46.1 µM), without a hit: at the highest dose activity change, negative = cytotoxicity, most hits filed as cytotoxic; AID 588856; note: potency is the fitted concentration of half-maximal effect; some results filed as inactive show a strong effect at the top dose
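CellTiter-Glo luminescence gave cytotoxicity after 18 hours at 37 degrees C. The cells were HepG2 CAGA-GFP in 1% FBS DMEM, stimulated with 500 pg/mL TGF-beta after compound addition. %Activity was normalised to no-cell wells (complete cell-killing) and DMSO (no toxicity), and curves were fitted and classified.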
Starred values were filed as active, the others as inactive; i = inactive; ? = inconclusive; / = no result given; & = joins results of further samples. Unless noted, calls come from the whole dose curve; as a rule, active = well fitted curve in the direction sought with a large enough effect; inconclusive = small, poorly fitted or top-dose-only effect, or another doubt; inactive = no such curve, though single readings can be large; an effect the other way counts as inactive or inconclusive.

SMILES | Akt phos inh | S2 tox | TGFb inhibitor | Nrf2 activator | Mm-Cpn inhibitor | CCT chaperon mod | Nrf2 block | A549 viability | HepG2 tox
O=C(CSc1nnc(-c2ccccc2)c2ccccc12)NCCN1C(=O)CSC1=O | i | i | -24% | 3.4% | -3% | 1.4 | ? | -1% | -9%
S=c1nc(C23CC4CC(CC(C4)C2)C3)[nH][nH]1 | i | i | -5% | 0.4% | 1% | -0.1 | 8% | -1% | -2%
O=C1CN(C(=O)C2CC2)c2ccccc2N1 | i | i | 1% | -0.8% | 1% | 0.0 | -1% | -11% | -10%
CN(C)c1ccc2nc3ccc(=O)cc-3sc2c1 | i | i | ? | -4.3% | / | -1.4 | / | / | -104%
O=C(N/N=C/c1cccc([N+](=O)[O-])c1)c1cc[n+](CCO)cc1 | i | i | 15% | 8.1% | 1% | -3.1 | 1% | 6% | 7%
FC(F)(F)c1cccc(-n2c(Cn3nnc4ccccc43)n[nH]c2=S)c1 | i | i | -28% | 2.8% | 7% | -0.4 | ? | 7% | 1%
CCc1ccc(CCC(=O)Nc2ccc(C(=O)O)cc2)o1 | i | i | 4% | -0.8% | 1% | -1.0 | 13% | 5% | 7%
CCC(=O)N(Cc1cc2c(C)ccc(C)c2[nH]c1=O)C1CCCCC1 | i | i | ? | 0.1% | -2% | -2.4 | 11% | -11% | -14%
COc1ccc(C2C(=O)N(C3CCCCCC3)CC(=O)N2CCC2=CCCCC2)cc1 (configuration not stated) | / | / | -19% | -1.4% | / | / | / | -2% | -20%
COC(=O)C[C@H]1c2ccccc2S(=O)(=O)N1C(C)C | i | i | -1%&-3% | 4.9% | / | -0.4 | 3% | -1% | 2%&0%
Cc1ccc(NC(=O)c2c(NC(=O)Cc3ccccc3)sc3c2CCC3)cc1 | / | i | 10% | 3.6% | / | / | 11% | 13% | 0%
CN(CC(=O)Nc1ccc2c(c1)OCCO2)CC(=O)Nc1ccc(F)c(F)c1F | i | i | -26% | 2.4% | 0% | 2.2 | ? | 0% | 0%
CC(C)(C)c1ccccc1NC(=O)COC(=O)CN1C(=O)NC2(CCCC2)C1=O | i | i | -10% | 0.5% | -1% | 1.2 | 4% | 2% | 4%
CCC(=O)Nc1ccccc1C(=O)OCC(=O)c1ccccc1 | i | i | ? | 6.4% | 2% | 0.1 | ? | 13% | -9%
CC(=O)CSc1nnc(CN2C(=O)CSc3ccc(C(F)(F)F)cc32)n1C | i | i | 3% | -0.5% | 1% | 2.1 | -5% | 5% | -3%
Cc1c(-c2ccc(OCc3ccccc3)cc2)nc2ccccc2c1C(=O)O | i | i | 9% | -0.1% | -2% | -2.1 | ? | -3% | 4%
CC1(C(=O)Nc2cccc3c2CCCC3)CCN1C(=O)c1cccc(F)c1 (configuration not stated) | i | i | 0% | -0.7% | / | -3.5 | / | / | 3%
Cc1ccc(NC(=O)CC(C)CC(=O)NCc2ccccc2)cc1Cl (configuration not stated) | i | i | -19% | -0.1% | -3% | -0.3 | 12% | 10% | -26%
COc1ccccc1/C=C/C=N/NC(=O)CCn1cnc2ccccc21 | i | i | -1% | 2.2% | 3% | -2.2 | -15% | 3% | -7%
CC(=O)Nc1ccc(CN(C)CC2CCCN(CCc3cccc(C(F)(F)F)c3)C2)cc1 (configuration not stated) | i | i | 1% | 3.7% | 0% | -4.9 | -9% | ? | -83%
C/C(=N\O)C(C)/[N+]([O-])=C/c1nc(C)c(C)n1O (configuration not stated) | / | i | 5% | -1.6% | / | 1.2 | 18% | 1% | 10%
CCOC(=O)N1CCN(C(=O)c2cccc(N3C(=O)NC4CC3(C)Oc3ccccc34)c2)CC1 (configuration not stated) | i | i | 14% | -0.3% | 2% | -2.6 | 3% | -1% | 1%
CCN(CC(=O)Nc1c(F)cccc1F)C(=O)/C=C/c1ccc2ccccc2n1 | i | ? | ? | -0.4% | -1% | -3.8 | 13% | 0% | 10%
COc1ccc(Nc2nc3ccc(OC)cc3s2)cc1 | i | i | -2% | 5.2% | -3% | -0.7 | ? | 0% | -34%
O=C(N/N=C/c1cc(Br)ccc1O)c1ccccc1Cl | i | i | ? | -0.1% | -1% | -2.4 | -5% | -13% | -48%
CCOc1ccccc1-c1nc2c(s1)CCc1onc(-c3ccc(OC)cc3)c1-2 | i | i | -3% | 0.4% | / | 0.7 | ? | 11% | -1%
CCOC(=O)c1c(-c2ccccc2)n(C)c2ccc(O)cc12 | i | i | -12% | -0.8% | -14% | -0.3 | / | -7% | -13%
CCN(C(=O)COC(=O)CC(C)c1ccccc1)c1c(N)n(Cc2ccccc2)c(=O)[nH]c1=O (configuration not stated) | i | i | -7% | -0.7% | 0% | 2.0 | ? | 9% | -9%
Cc1ccccc1OCC(=O)Nc1ccc2[nH]c(=O)sc2c1 | / | i | -17% | 3.2% | / | / | ? | 3% | -27%
N=C1c2ccccc2-c2ccccc21 | i | i | 17% | 2.8% | / | 0.8 | 29% | 1% | 1%
O=[N+]([O-])c1ccccc1S(=O)(=O)N1CCc2ccccc2C1 | i | i | 0% | 1.8% | -3% | 0.8 | 8% | 4% | -11%
CCOc1ccc(Br)cc1S(=O)(=O)NCC(c1ccc(OC)cc1)N1CCOCC1 (configuration not stated) | i | i | 9% | 0.0% | / | -2.2 | 8% | -2% | -78%
CCN(CC)CCCN(C(=O)c1ccc(OC)cc1)c1nc(-c2ccc(OC)cc2)cs1 | i | i | ? | 2.5% | -5% | -0.5 | 2% | -24% | -53%
O=c1[nH]c2cc(Cl)ccc2n1-c1ccccc1 | i | i | -3% | -0.3% | -6% | -2.6 | -15% | -9% | -41%
COc1ccc(C(=O)NCc2ccc3c(c2)OCO3)cc1S(=O)(=O)NCc1ccc(Cl)cc1 | i | ? | 7% | -0.4% | 3% | 0.8 | ? | -8% | -12%
Cc1oc2ncn(C)c(=O)c2c1C(=O)N1CCN(c2ccccc2F)CC1 | / | i | 1% | -0.5% | / | / | -4% | 1% | 5%

Entries of single compounds as entered above. Order of values: Akt phos inh | S2 tox | TGFb inhibitor | Nrf2 activator | Mm-Cpn inhibitor | CCT chaperon mod | Nrf2 block | A549 viability | HepG2 tox
`CCOC(=O)c1c(-c2ccccc2)n(C)c2ccc(O)cc12` is entered as i | i | -12% | -0.8% | -14% | -0.3 | / | -7% | -13%
`CCOc1ccc(Br)cc1S(=O)(=O)NCC(c1ccc(OC)cc1)N1CCOCC1` (configuration not stated) is entered as i | i | 9% | 0.0% | / | -2.2 | 8% | -2% | -78%
`O=[N+]([O-])c1ccccc1S(=O)(=O)N1CCc2ccccc2C1` is entered as i | i | 0% | 1.8% | -3% | 0.8 | 8% | 4% | -11%

The results go on:
SMILES | Akt phos inh | S2 tox | TGFb inhibitor | Nrf2 activator | Mm-Cpn inhibitor | CCT chaperon mod | Nrf2 block | A549 viability | HepG2 tox
COC(=O)C1CCN(CC(=O)Nc2cc(C)c3c(=O)oc4ccccc4c3n2)CC1 | / | i | 1% | 28% | / | / | 14% | 0% | -2%
CCN(CC(=O)Nc1ccccc1C(F)(F)F)C(=O)CCOc1ccc(C)cc1 | i | i | -2% | -0.4% | -2% | -1.2 | -4% | 4% | 1%
Nc1ccc2c(=O)[nH][nH]c(=O)c2c1 | i | i | 0% | -0.3% | / | 1.5 | -1% | 2% | -1%
CCCCNc1c(CC(C)C)nc2nc(C)cc(C)n12 | i | i | / | 5.9% | / | -1.8 | / | / | /
COc1nc(N2CCCCCC2)nc(N2CCCCCC2)n1 | i | i | -26% | -0.5% | -1% | -2.7 | ? | -19% | -14%
CN(C)c1ccc(P(=O)(OCc2ccccc2)C(O)c2ccc(Cl)cc2)cc1 (configuration not stated) | i | i | -9% | 0.0% | 1% | 0.1 | -4% | -10% | 2%
COc1ccc(C2c3ccc(O)cc3Oc3ncn(CC(C)C)c(=N)c32)cc1 (configuration not stated) | i | i | ? | -0.4% | 0% | -0.9 | -9% | 3% | -32%
Cc1cccc(NC(=O)NC(C)C(c2ccccc2)N2CCN(C)CC2)c1 (configuration not stated) | i | i | 22% | 0.4% | -2% | -4.8 | 6% | 0% | 14%
COC(=O)c1ccc(NC(=O)c2nc(S(=O)(=O)Cc3cccc(C)c3)ncc2Cl)cc1 | i | 28µM* | ? | ? | -5% | -4.4 | ? | ? | 22µM*
O=[N+]([O-])c1cccc(Oc2cnccn2)c1 | i | i | 2% | -0.5% | -1% | 0.6 | 17% | 2% | -1%
CC(C)c1ccc(/C=N/NC(=O)CC(=O)NC2CCCCC2)cc1 | i | i | -1% | -0.3% | -4% | 0.2 | 0% | -2% | 7%
Cc1nc(SCc2nc3c(C)cccc3[nH]2)c2oc3ccccc3c2n1 | / | ? | ? | 13% | ? | / | 6% | -9% | -15%
CCn1c(N2CCN(C(=S)NC)CC2)nc2ccccc21 | i | i | 25% | -0.3% | 2% | -0.9 | -17% | -8% | -2%
CC(=O)Nc1cc2c(ccc3ccccc32)oc1=O | i | i | 5% | 0.1% | -4% | -12 | ? | -1% | 3%
COc1ccc(S(=O)(=O)N2CCCC2CNC(=O)C(=O)NC2CC2)cc1 (configuration not stated) | i | i | 0% | -0.8% | 2% | 1.8 | -4% | 0% | 2%
CC(C)(C)NC(=O)Cn1c(Cl)nc2ccccc21 | i | i | -16% | -0.6% | 2% | 0.3 | -27% | -3% | -2%
CCC1CCCCN1Cc1cn2c(-c3ccc(Br)cc3)nnc2s1 (configuration not stated) | / | i | 5% | 1.0% | / | / | / | 1% | -24%
Cc1ccc2oc(=O)c3cnn(CC(=O)NCCN4CCOCC4)c3c2c1 | i | i | 10% | -1.4% | 1% | -0.9 | 7% | -4% | -5%
O=C(NCc1ccccc1F)c1sc2ncccc2c1-n1cccc1 | / | ? | -8% | 4.5% | / | / | / | 1% | -37%
CC1CC(C)CN(S(=O)(=O)c2ccc3oc(=O)ccc3c2)C1 (configuration not stated) | i | i | -5% | -0.2% | -3% | -2.1 | -25% | 8% | -19%
